# GluA2 TARP mod = modulates AMPAR-stargazin complexes; O88602+P19491; actives 3.5% (n = 40,000); calls only at 30 µM; HEK293 GluA2+stargazin, membrane potential dye (FDSS), glutamate EC50; hits were called plate by plate, in both directions;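 active = any of four per-well response measures lying three or more SD from its plate-wide compound average, in either direction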
# Target sequence (O88602 whole entry, looked up): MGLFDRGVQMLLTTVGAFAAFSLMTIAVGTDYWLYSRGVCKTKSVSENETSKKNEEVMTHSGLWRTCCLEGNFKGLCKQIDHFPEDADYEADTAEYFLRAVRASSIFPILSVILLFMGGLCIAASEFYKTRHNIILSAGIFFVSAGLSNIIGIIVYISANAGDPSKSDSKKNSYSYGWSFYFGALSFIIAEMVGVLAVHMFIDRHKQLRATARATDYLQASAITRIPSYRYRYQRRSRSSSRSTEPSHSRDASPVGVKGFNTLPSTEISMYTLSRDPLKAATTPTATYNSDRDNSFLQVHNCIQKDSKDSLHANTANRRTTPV
# Target sequence (P19491 whole entry, looked up): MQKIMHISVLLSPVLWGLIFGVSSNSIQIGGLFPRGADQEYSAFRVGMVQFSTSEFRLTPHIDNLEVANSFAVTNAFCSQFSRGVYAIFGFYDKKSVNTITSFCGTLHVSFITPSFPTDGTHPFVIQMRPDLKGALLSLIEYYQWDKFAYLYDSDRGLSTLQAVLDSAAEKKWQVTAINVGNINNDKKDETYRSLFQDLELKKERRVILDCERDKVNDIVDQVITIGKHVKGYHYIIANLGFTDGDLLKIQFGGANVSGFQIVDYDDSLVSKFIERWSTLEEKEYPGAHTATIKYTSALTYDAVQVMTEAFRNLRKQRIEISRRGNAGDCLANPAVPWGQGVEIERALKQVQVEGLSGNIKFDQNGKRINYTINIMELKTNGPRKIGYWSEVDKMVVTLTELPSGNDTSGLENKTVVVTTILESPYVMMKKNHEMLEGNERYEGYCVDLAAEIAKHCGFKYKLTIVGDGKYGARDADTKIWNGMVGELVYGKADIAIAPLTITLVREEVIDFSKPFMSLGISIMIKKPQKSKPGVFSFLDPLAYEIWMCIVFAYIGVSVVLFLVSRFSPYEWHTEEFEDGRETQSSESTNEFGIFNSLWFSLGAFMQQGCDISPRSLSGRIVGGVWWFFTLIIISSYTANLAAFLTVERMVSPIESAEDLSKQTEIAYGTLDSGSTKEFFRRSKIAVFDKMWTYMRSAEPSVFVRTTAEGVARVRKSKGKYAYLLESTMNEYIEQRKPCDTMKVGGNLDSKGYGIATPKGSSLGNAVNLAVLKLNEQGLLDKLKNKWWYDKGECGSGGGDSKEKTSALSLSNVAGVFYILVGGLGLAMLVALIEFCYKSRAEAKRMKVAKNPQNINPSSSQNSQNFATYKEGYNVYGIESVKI
# GluA2 TARP mod agonism max-min = also measured in GluA2 TARP mod; calls as there; compound max-min signal; compound-alone response (agonism);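 unitless range of fluorescence divided by baseline over first 100 seconds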
# GluA2 TARP mod glutamate slope = further read-out of GluA2 TARP mod, marked with its call; glutamate slope, % of max; measured here: glutamate response slope, % max;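 scaled per plate between vehicle wells and maximal 1 mM glutamate control wells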
# The depositor's hits bear a star; i = inactive; + = active, no number; & = joins results of further samples. These rows are one share of the data, so the mix of outcomes need not match the whole.
# Every second line gives: GluA2 TARP mod agonism max-min	GluA2 TARP mod glutamate slope	GluA2 TARP mod
- O=C(Nc1cc(Cl)ccc1Cl)c1ccc(=O)[nH]n1
  0.127	55.1	i
- CCS(=O)(=O)N1CCC(c2nnc(C3CC3)o2)CC1
  0.0669	55.0	i
- Cc1cccc(C(=O)N2CCN(c3ccc([N+](=O)[O-])c(NCc4ccco4)c3)CC2)c1
  0.0824	46.2	i
- CCOc1ccc(-c2noc(CSc3nc4ccccc4c(=O)n3Cc3ccco3)n2)cc1
  0.0918	55.1	i
- C#CCn1c(=NC(=O)C2CCCN(S(C)(=O)=O)C2)sc2c(OC)ccc(OC)c21 (stereo not drawn)
  0.107	43.9	i
- C=CC(C)n1c(=O)c2c(nc3n2CCN3c2ccc(Oc3ccccc3)cc2)n(C)c1=O (stereo not drawn)
  0.105	49.2	i
- CCN1C(=O)c2cc(NC(=O)c3cnc4ccccc4n3)ccc2Oc2ccccc21
  0.128	28.7	i
- O=C(NCc1ccc(F)cc1)NCC(O)(c1cccs1)C1CC1 (stereo not drawn)
  0.0606	54.8	i
- Cc1nn(C2CCS(=O)(=O)C2)c2nc(-c3cccs3)cc(C(=O)N3CCC(C)CC3)c12 (stereo not drawn)
  0.0408	55.2	i
- COc1ccc(-c2nc(CCNS(=O)(=O)c3cccc(F)c3)cs2)cc1OC
  0.0895	48.9	i
- CC(C)(C)c1cc(O)c2oc(=O)c(S(=O)(=O)c3ccccc3)cc2c1
  0.0869	53.8	i
- CCOc1ccc(-n2ccnc(NCCc3ccc(OCC)c(OCC)c3)c2=O)cc1
  0.105	70.7	i
- Cc1ccc(Nc2ccc(NC(=O)c3sc(C)nc3C)cc2)nn1
  0.151	49.0	i
- COc1ccc(/C=C/C(=O)Nn2cnc3c(cnn3C(C)(C)C)c2=O)cc1OC
  0.0257	45.8	i
- Cc1cccc(N=c2scc(C)n2N2CCOCC2)c1C
  0.0221	30.8	i
- Cc1ccc2oc(C(=O)NC3CCS(=O)(=O)C3)c(C)c2c1 (stereo not drawn)
  0.0303	37.9	i
- Cc1cc(OCC(O)CN2CCC(C)CC2)ccc1Cl (stereo not drawn)
  0.0929	53.0	i
- CN1C(=O)NC2(CCN(C(=O)c3ccc(F)cc3Cl)CC2)C1=O
  0.0516	25.7	i
- Cc1ccc(NC(=O)C(=O)NCC2CCN(C)CC2)cc1
  0.072	64.3	i
- COc1ccc(OC)c(NC(=O)C(=O)NCCc2c[nH]c3ccccc23)c1
  0.126	62.5	i
- O=C(Cc1ccc(NC(=O)c2c(F)cccc2F)cc1)NC1CC1
  0.0484	38.8	i
- Cc1ccc(NC(=O)C(=O)NCCc2ccc3c(c2)CCCN3C)cc1Cl
  0.0734	-0.9	i
- Cc1nnsc1C(=O)NC1CCCCC1N1C(=O)CSC1=O (stereo not drawn)
  0.089	71.0	i
- COc1ccc(CCS(=O)(=O)NCC2CCN(C(=O)Oc3ccccc3)CC2)cc1
  0.0931	64.0	i
- Cc1noc(C)c1S(=O)(=O)N1CCC(c2nnc(C3CC3)o2)CC1
  0.0692	65.2	i
- Cn1cnnc1SCCNC(=O)c1ccc(N2CCCC2)nn1
  0.0676	65.6	i
- COc1ccc(NC(=O)c2ccc(SC)cc2OC)c(C)c1
  0.058	28.9	i
- CSc1ccccc1NC(=O)C(=O)NCC1(O)CCOCC1
  0.115	67.6	i
- C#CCn1c(=NC(=O)c2cc(C)no2)sc2cc3c(cc21)OCO3
  0.105	44.6	i
- CC(C)C(=O)N1CCCc2ccc(NC(=O)C(=O)NCc3ccco3)cc21
  0.0578	52.8	i
- COc1ccc(N2CCCn3c2nc2c3c(=O)n(CC(C)=O)c(=O)n2C)cc1
  0.0951	61.8	i
- O=C(CCc1csc(NC(=O)c2ccco2)n1)NCC1CCCCC1
  0.117	58.6	i
- Cc1cccc(Cn2c(N3CCC(C(N)=O)CC3)nc3c2c(=O)[nH]c(=O)n3C)c1
  0.086	32.1	i
- CC(C)CCNC(=O)CSc1nnc2c(=O)n(Cc3ccc(F)cc3)ccn12
  0.0241	39.6	i
- COc1ccccc1NC(=O)CSc1nnnn1-c1cc(Cl)ccc1C
  0.0723&0.0391	47.3&109.9	i
- COc1ccc(C)c2sc(N(CC3CCCO3)C(=O)c3cc(C)no3)nc12 (stereo not drawn)
  0.0512	37.7	i
- O=C(CN1CCN(c2cccc(Cl)c2)C1=O)Nc1ccncc1
  0.0729	52.4	i
- Cc1cc(C)cc(OCCNC(=O)NCc2ccc(F)cc2)c1
  0.151	54.5	i
- CC12COC3(C(=O)O)CC1CCC32C (stereo not drawn)
  0.0361	50.9	i
- Cc1ccc(-n2ccnc2N2CCN(C(=O)CCCc3ccccc3)CC2)cc1
  0.18*	57.5*	+
- Cc1ccc(S(=O)(=O)NCCN2CCN(c3ccccc3)CC2)cc1C
  0.043	41.2	i
- CCOC(=O)N1CCC(NC(=O)CCc2csc(NS(=O)(=O)c3ccc(F)cc3)n2)CC1
  0.0854	61.1	i
- Cc1cccc(C)c1N1CCN(S(=O)(=O)c2ccc(F)cc2)CC1
  0.0429	70.4	i
- CC1CCN(C(=O)Cc2csc(Nc3cccc(Cl)c3)n2)CC1
  0.199	45.9	i
- CCCC(=O)N1CCN(c2ncnc3c2nnn3-c2ccc(OC)cc2)CC1
  0.0448	50.1	i
- CC(NC(=O)C(=O)Nc1c2c(nn1C(C)(C)C)CS(=O)(=O)C2)c1ccccc1 (stereo not drawn)
  0.0746	102.4	i
- O=C(Nc1ccc(N2CCCCC2=O)cc1)c1cccs1
  0.0884	55.2	i
- Cc1cc(=O)[nH]c(-n2nc(C)c(CCC(=O)Nc3ccc4c(c3)OCCO4)c2C)n1
  0.101	54.1	i
- Cc1ccc(S(=O)(=O)Nc2ccc3c(c2)N(S(C)(=O)=O)CCC3)cc1C
  0.0718	72.9	i
- COc1ccccc1-c1ccc(=O)n(CC(=O)Nc2cccc(C)c2)n1
  0.0538	54.1	i
- CCOC(=O)C1=C(C)N(C)C(=O)NC1c1ccc2c(c1)OCO2 (stereo not drawn)
  0.0808	70.0	i
- O=C(NNC(=O)c1cccn(Cc2ccc(F)cc2)c1=O)c1cccc(Cl)c1
  0.0731	47.6	i
- COc1ccc(S(=O)(=O)Nc2nc(CCC(=O)NCCc3ccccc3)cs2)cc1
  0.114	55.2	i
- CCOC(=O)c1csc(NC(=O)C2CCCN2S(C)(=O)=O)n1 (stereo not drawn)
  0.118	58.4	i
- COc1cccc(NC(=O)CSC2=NC(C)(C)Nc3ccccc32)c1
  0.134	59.8	i
- COc1ccc(S(=O)(=O)Nc2ccc3c(c2)CCCN3S(=O)(=O)c2ccccc2)cc1
  0.0943	80.8	i
- CNC(=O)Cc1ccc(NC(=O)c2ccccc2Cl)cc1
  0.0932	62.8	i
- CCc1nnc2ccc(N3CCN(S(=O)(=O)c4ccc(Cl)s4)CC3)nn12
  0.0884	49.8	i
- COc1cc([N+](=O)[O-])ccc1NC(=O)c1ccccc1NS(=O)(=O)c1ccccc1
  0.141*	34.2*	+
- CCOc1ccc(C(=O)N(CN2CCCC2=O)c2cccc(Cl)c2)cc1
  0.098	54.2	i

# (further entries)
# Every second line gives: GluA2 TARP mod agonism max-min	GluA2 TARP mod glutamate slope	GluA2 TARP mod
- CN(C)c1ccc(/C=C2/CCC/C(=C\c3ccc(N(C)C)cc3)C2=O)cc1
  0.115	58.8	i
- CCc1ccccc1NC(=O)CCN1C(=O)c2ccccc2S1(=O)=O
  0.0432	60.3	i
- O=C(COc1ccccc1F)Nc1c2c(nn1-c1nc3ccccc3s1)CCC2
  0.106	54.2	i
- CC1CCCC1OCC(O)CN1CCN(Cc2ccccc2)CC1 (stereo not drawn)
  0.0558	50.1	i
- CCOCCn1c(=NC(=O)CN2C(=O)CCC2=O)sc2cc(F)ccc21
  0.0384	61.2	i
- COc1ccc(NC(=O)N2CCN(c3ccc(Nc4ccncc4)nn3)CC2)cc1OC
  0.174	50.2	i
- COCCNC(=O)C(=O)Nc1cccc(N2CCCC2=O)c1
  0.0492	68.5	i
- O=C(NCCN1CCOC(c2ccccc2)C1)c1ccco1 (stereo not drawn)
  0.0546	31.2	i
- CCCOc1cc(S(=O)(=O)NCc2ccccn2)ccc1Cl
  0.116	56.9	i
- Cc1ccc(NC(=O)CN2CCC(C(=O)NCc3ccco3)CC2)c(C)c1
  0.0404	69.5	i
- O=C(NCCCn1nc(-c2ccc(Cl)cc2)ccc1=O)c1ccc(F)cc1F
  0.0771	59.7	i
- O=C(Nc1nc(-c2ccccn2)cs1)C1CCN(S(=O)(=O)c2cccs2)CC1
  0.0929	47.6	i
- O=C(Nc1nc(CC(=O)N2CCCc3ccccc32)cs1)c1ccc(=O)[nH]c1
  0.0696	34.3	i
- COc1nn(C)cc1C(=O)NCCN1CCN(S(C)(=O)=O)CC1
  0.0954	63.9	i
- Cc1cc(NC(=O)C(=O)NCc2ccco2)ccc1N1CCCC1=O
  0.0444	43.0	i
- CCCn1c(=O)c2c(nc3n2CC(C)CN3c2ccc(OCC)cc2)n(C)c1=O (stereo not drawn)
  0.0792	24.7	i
- COC(=O)c1ccc(Cn2nc3ccc(S(=O)(=O)N4CCCCCC4)cn3c2=O)o1
  0.0965	53.7	i
- CC(=O)c1ccccc1OCC(O)CN1CCN(Cc2ccc(Cl)cc2)CC1 (stereo not drawn)
  0.0502	43.6	i
- CCCOc1cn(-c2ccc(F)cc2)nc1C(=O)NCc1cccs1
  0.0624	58.7	i
- COc1ccc(S(=O)(=O)Nc2ccccc2C(F)(F)F)cc1C
  0.124	13.1	i

# Exported as tab-separated lines: entries from further up.
Molecule	GluA2 TARP mod agonism max-min	GluA2 TARP mod glutamate slope	GluA2 TARP mod
CCOc1ccc(-n2ccnc(NCCc3ccc(OCC)c(OCC)c3)c2=O)cc1	0.105	70.7	i
Cc1ccc(Nc2ccc(NC(=O)c3sc(C)nc3C)cc2)nn1	0.151	49.0	i
COc1ccc(/C=C/C(=O)Nn2cnc3c(cnn3C(C)(C)C)c2=O)cc1OC	0.0257	45.8	i
Cc1cccc(N=c2scc(C)n2N2CCOCC2)c1C	0.0221	30.8	i
Cc1ccc2oc(C(=O)NC3CCS(=O)(=O)C3)c(C)c2c1 (stereo not drawn)	0.0303	37.9	i
Cc1cc(OCC(O)CN2CCC(C)CC2)ccc1Cl (stereo not drawn)	0.0929	53.0	i

# (next part)
# Every second line gives: GluA2 TARP mod agonism max-min	GluA2 TARP mod glutamate slope	GluA2 TARP mod
- COc1cc(C(=O)Nc2ccc(S(=O)(=O)N3CCCCCC3)cc2)cc(OC)c1OC
  0.121	45.8	i
- CCC(C)NC(=O)/C=C/c1c(Cl)cccc1Cl (stereo not drawn)
  0.0539	84.8	i
- Cc1onc(-c2ccccc2Cl)c1C(=O)Nc1ccc2c(c1)N(C(=O)C1CC1)CC2
  0.0789	74.6	i
- COc1ccc(CNC(=O)Cn2c(=O)n(CCCCC(=O)NCC(C)C)c(=O)c3ccccc32)cc1
  0.0397	60.8	i
- O=c1ccc(-c2ccncc2)nn1CCNS(=O)(=O)c1ccc(OC(F)(F)F)cc1
  0.0523	52.1	i
- O=C(CC(NCc1cccnc1)C(=O)O)NN(c1ccccc1)c1ccccc1 (stereo not drawn)
  0.113	75.2	i
- CCCCc1ccc(NC(=O)Cn2cc(OC)c(=O)cc2CSc2nnnn2C)cc1
  0.033	42.9	i
- CSc1cccc(NC(=O)C(=O)NCC2CCN(C(=O)c3ccncc3)CC2)c1
  0.0682	64.0	i
- CC1CC(C)CN(S(=O)(=O)c2ccc(C(=O)NN3CCOCC3)cc2)C1 (stereo not drawn)
  0.0323	46.6	i
- Cc1cnc2c(c1N1CCN(C(=O)c3ccco3)CC1)c(=O)n(CC(N)=O)c(=O)n2C
  0.12	75.7	i
- COc1ccc(OC)c(NC(=O)C(=O)NCC(c2cccn2C)N2CCCCCC2)c1 (stereo not drawn)
  0.0706	50.8	i
- CCOC(=O)Cn1c(=O)c2c(nc3n(-c4ccc(CC)cc4)c(-c4ccccc4)cn23)n(C)c1=O
  0.0945	74.7	i
- N#Cc1cnc(-c2ccc(F)cc2)n(CC(=O)N2CCN(c3ccc(F)cc3)CC2)c1=O
  0.0904	59.7	i
- Cc1ccc(S(=O)(=O)N2CCC(C(=O)Nc3sc4c(c3C(N)=O)CCC4)CC2)cc1
  0.141	49.4	i
- CN(C)C(CNC(=O)c1ccc(S(=O)(=O)N(C)C)cc1)c1cccn1C (stereo not drawn)
  0.152	70.8	i
- O=C(Cc1ccccc1)Nn1c(SCC(=O)c2ccc(F)cc2)nc2ccccc2c1=O
  0.0965	47.6	i
- COc1cn(CC(=O)Nc2ccc(C)cc2C)c(CSc2nnnn2C)cc1=O
  0.107	58.1	i
- CCc1nnsc1C(=O)Nc1c(C(=O)c2ccc(C)cc2)oc2ccccc12
  0.0932	64.1	i
- COc1ccc(C(CNC(=O)c2cc(C)cc(C)c2)N2CCOCC2)cc1 (stereo not drawn)
  0.0728	50.1	i
- O=C(Cc1cc(-c2ccc3c(c2)OCCO3)on1)NCc1cc(-c2cccs2)on1
  0.0641	33.8	i
- COc1ccc2nc(N(Cc3ccccc3)C(=O)Cc3ccc(S(C)(=O)=O)cc3)sc2c1
  0.0609	56.6	i
- CC(C)CCn1c(=O)[nH]c2ccccc21
  0.0414	55.6	i
- Cn1cccc(C(=O)N2CCC(CNC(=O)c3ccc(Cl)s3)CC2)c1=O
  0.0539	30.1	i
- Cc1ccc(NC(=O)c2ccno2)cc1N1CCCCC1=O
  0.0856	58.6	i
- COc1nn(C)cc1C(=O)NCC(=O)Nc1cccc(C)c1C
  0.067*	4.9*	+
- COc1cc(OC)cc(C(=O)NCC2CCN(C3CCCC3)CC2)c1
  0.0381	28.3	i
- COc1ccc(NS(=O)(=O)c2cc3c4c(c2)CCC(=O)N4CCC3)cc1Cl
  0.124	66.7	i
- Cc1c(C)n2c3c(=O)n(CC(=O)OCc4ccccc4)c(=O)n(C)c3nc2n1CC(C)C
  0.112	49.3	i

# Bioassay records from PubChem.
